GRIN3A LBD mod – binders of NR3A ligand-binding domain, primary screen, biophysical, differential scanning fluorimetry, uHTS; 340,000 compounds, 2.5% hits; Glutamate receptor ionotropic, NMDA 3A (GRIN3A) ligand-binding domain; Tm shift relative to glycine control, % at 25 µM; NR3A LBD differential scanning fluorimetry, Tm shift; 0% = protein alone, 100% = glycine-bound protein;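 active = melting temperature shift of at least 10% of the positive control shift, at one fixed dose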
CXCR6 block – CXCR6 receptor inhibitors, primary screen, cell-based, beta-arrestin, luminescence, CHO-K1 PathHunter, 1536-well; inhibition, % at 20 µM; 360,000 compounds, 0.36% hits; in the data active = inhibition above about 34%, passing the limit was not always enough;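 also: antagonist mode with CXCL16 agonist at 10 nM final; 0% = 10 nM CXCL16 with DMSO and 100% = unstimulated wells without agonist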
Target sequence (O00574 whole entry, looked up): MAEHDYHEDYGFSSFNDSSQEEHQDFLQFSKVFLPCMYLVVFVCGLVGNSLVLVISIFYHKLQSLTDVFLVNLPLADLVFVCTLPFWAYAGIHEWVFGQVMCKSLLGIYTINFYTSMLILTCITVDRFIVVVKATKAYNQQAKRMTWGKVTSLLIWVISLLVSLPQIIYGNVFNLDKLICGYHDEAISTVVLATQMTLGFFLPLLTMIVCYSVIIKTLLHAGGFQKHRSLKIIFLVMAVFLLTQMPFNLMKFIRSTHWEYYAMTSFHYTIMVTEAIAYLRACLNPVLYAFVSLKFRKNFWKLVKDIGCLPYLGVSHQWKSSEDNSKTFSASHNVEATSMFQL
CCR6 antag – CCR6 receptor antagonists, primary screen, cell-based, CHO-K1, luminescence, beta-arrestin, uHTS; inhibition, % at 20 µM; 340,000 compounds, 0.49% hits; AID 493098, 2011; CHO-K1 CCR6 PathHunter beta-arrestin, CCL20-stimulated;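 active = compounds whose inhibition of the agonist-driven luminescence signal at 20 µM reaches about 50%, limit read from the data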;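 also: cells stimulated with CCL20 at 14 nM final; plate controls were DMSO with CCL20 for no effect and DMSO without agonist for full effect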
Gli-Sufu antag – Gli-Sufu pathway antagonists, primary screen, luciferase luminescence, Sufu-KO-LIGHT cells, uHTS | inhibition, % at 5 µM | 340,000 compounds, 0.74% hits | Sufu-KO-LIGHT fibroblasts, Gli luciferase reporter luminescence;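 active = inhibition above about 55%, limit read from the data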;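 also: 0% = DMSO-treated cells and 100% = wells with medium but no cells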
MPTP inh – mitochondrial permeability transition pore inhibitors, primary screen, biochemical, isolated mouse mitochondria, absorbance; Ca2+ swelling absorbance, 30 min; inhibition, % at 10 µM; 360,000 compounds, 1.4% hits;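 active = inhibition of 50% or more, scaled per plate between neutral and stimulator controls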;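 also: 0% = DMSO wells given calcium and 100% = 1 mM EGTA wells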
EBI2 antag – EBI2 receptor antagonists, beta-arrestin recruitment, primary screen, cell-based, luminescence, 7a,25-OHC stimulation, uHTS; G-protein coupled receptor 183 (Homo sapiens), P32249; 7a,25-OHC stimulated; inhibition, % at 5 µM; 360,000 compounds, 0.81% hits; AID 651636, 2012; in the data active = inhibition above about 38%;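 also: enzyme fragment complementation signal reports receptor beta-arrestin coupling in cells; 0% = agonist plus DMSO wells and 100% = wells without agonist; some results beyond the cut were filed as inactive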
APOBEC3A inh – APOBEC3A ssDNA deaminase inhibitors, primary screen, selectivity assay for APOBEC3G inhibitor project, biochemical, FAM/TAMRA oligo cleavage fluorescence. DNA dC->dU-editing enzyme APOBEC-3A (Homo sapiens), P31941. recombinant A3A, FAM/TAMRA ssDNA deamination fluorescence. inhibition, % at 20 µM. 330,000 compounds, 0.41% hits. AID 493011, 2011;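 active = at least 40% inhibition at 20 µM here, with at most 30% in a related deaminase screen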;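 also: plate controls were A3A with DMSO for no effect and wells lacking A3A enzyme for full effect; some results filed as inactive read as strong as hits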
Target sequence (P31941 whole entry, looked up): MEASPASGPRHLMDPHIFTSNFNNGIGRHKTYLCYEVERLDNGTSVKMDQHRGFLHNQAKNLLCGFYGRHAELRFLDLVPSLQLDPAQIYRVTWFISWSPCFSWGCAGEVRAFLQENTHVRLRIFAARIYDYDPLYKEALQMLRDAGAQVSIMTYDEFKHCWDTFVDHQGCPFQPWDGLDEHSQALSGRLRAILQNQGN
A3G deaminase – APOBEC3G DNA deaminase inhibitors, primary screen, biochemical, fluorescence, single-stranded DNA substrate, uHTS | inhibition, % at 20 µM | recombinant A3G, ssDNA deamination FAM/TAMRA fluorescence | 330,000 compounds, 0.28% hits | DNA dC->dU-editing enzyme APOBEC-3G (Homo sapiens), Q9HC16 | AID 493012, 2011;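 active = inhibition of at least 40% at 20 µM, with no more than 30% in the related APOBEC3A deaminase screen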;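 also: plate controls were DMSO wells with A3G for no effect and wells lacking A3G enzyme for full effect; some compounds called inactive have numbers as strong as hits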
Target sequence (Q9HC16 whole entry, looked up): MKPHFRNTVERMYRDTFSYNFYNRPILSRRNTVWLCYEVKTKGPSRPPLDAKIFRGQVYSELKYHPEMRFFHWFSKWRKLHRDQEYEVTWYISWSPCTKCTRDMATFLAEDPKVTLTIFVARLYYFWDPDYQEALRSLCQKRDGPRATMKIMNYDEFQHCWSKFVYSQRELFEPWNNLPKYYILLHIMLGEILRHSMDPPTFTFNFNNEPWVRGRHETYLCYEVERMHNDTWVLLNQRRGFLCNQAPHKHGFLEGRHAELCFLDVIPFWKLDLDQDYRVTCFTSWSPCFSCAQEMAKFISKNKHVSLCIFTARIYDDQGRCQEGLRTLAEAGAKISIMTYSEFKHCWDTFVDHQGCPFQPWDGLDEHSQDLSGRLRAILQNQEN
Numbers without * were called inactive; . = not tested or not shown. No enrichment for hits; about 5.8% have a hit in one of these screens.

Values in the order: GRIN3A LBD mod	CXCR6 block	CCR6 antag	Gli-Sufu antag	MPTP inh	EBI2 antag	APOBEC3A inh	A3G deaminase
CC(C)C(=O)NC(NC(=S)Nc1cccc2cccnc12)C(Cl)(Cl)Cl (centres undefined)
    -4.5	6.5	-10.2	-1.8	4.5	-8.6	-3.6	-6.0
CCCCn1c(N)c(N(CCOC)C(=O)c2ccc(N(C)S(=O)(=O)c3ccc(C)cc3)cc2)c(=O)[nH]c1=O
    -2.6	-5.8	8.1	2.4	-1.5	-0.3	4.4	-7.3
CCN(C(=O)COC(=O)c1ccc(N2C(=O)c3ccccc3C2=O)cc1)C1CCS(=O)(=O)C1 (centres undefined)
    -2.2	-7.5	16.8	-7.7	0.4	-0.2	-5.0	-6.2
COc1ccc(CCNC(=O)C(=O)N2CCCCC2)cc1OC
    -0.7	-5.5	-6.7	-5.8	-1.3	-18.2	-2.3	-6.8
Cn1c(=O)c2c(nc(SCC(=O)NCc3ccc4c(c3)OCO4)n2Cc2ccc(F)cc2)n(C)c1=O
    -4.7	1.0	8.7	10.5	1.0	0.6	2.5	0.1
COc1nc2c(s1)C(=O)NCCC2
    2.3	-3.2	-7.1	5.1	-2.0	-9.9	-2.5	-7.2
CCOC(=O)CSc1ncc(-c2ccc([N+](=O)[O-])cc2)[nH]1
    0.2	0.1	21.4	-2.9	1.2	-1.9	0.5	-5.2
O=C(COC(=O)C1CC1)NCc1ccccc1Cl
    2.4	4.5	-19.9	-25.5	-1.0	-6.8	-2.2	-1.0
COC(=O)C(C)Sc1nnc(Cc2cc(=O)[nH]c(=O)[nH]2)n1-c1ccc(Cl)cc1 (centres undefined)
    .	2.6	.	.	-1.0	-0.8	-3.1	-6.2
COc1ccc(CC(=O)N2CCN(c3cccc(Cl)c3)CC2)cc1OC
    -3.0	2.0	16.8	7.0	0.2	10.1	-8.5	-8.0
COc1ccc(NC(=O)CN2CCC(C(N)=O)(N3CCCCC3)CC2)cc1
    -1.0	-6.3	-5.9	0.0	-0.1	7.8	1.4	-9.2
CCC(C#CCN1CCCCC1)(CC)OCCC#N
    -1.7	10.0	12.2	-16.8	-4.9	-7.4	-4.3	-7.6
CC(C)CNS(=O)(=O)c1ccc(CCC(=O)N2CCOCC2)cc1
    0.3	-4.6	-15.0	-2.6	0.5	-13.8	-1.6	-2.4
OC(c1cc(-c2cccc(Cl)c2)nc2ccccc12)C1CCCCN1 (centres undefined)
    -1.0	-16.4	19.0	0.8	81.6*	-3.5	.	.
COc1cccc(C2C=C(Nc3ccccc3)C(=O)N2c2ccccc2)c1 (centres undefined)
    -1.8	10.3	19.5	-0.6	1.1	5.7	-2.7	-8.1
O=C(CSC1CCCCC1)N1CCN(c2ccccc2)CC1
    0.1	0.5	0.6	0.6	2.3	4.3	-1.6	-2.0
Cc1ccccc1-c1nc(CN2CCC(C(=O)N3CCN(c4ccccn4)CC3)CC2)c(C)o1
    -0.8	6.7	21.6	-2.2	1.0	6.4	-3.1	-4.4
COc1cc2c(c(OC)c1OC)-c1c(cc3c(c1OC)OCO3)C1OC2[C@@H](C)[C@H]1C (some centres undefined)
    -1.8	-1.8	8.2	18.1	-0.8	-12.7	4.4	-7.3
O=C(NCCN1CCOCC1)c1ccc(CSc2nc3ccncc3n2Cc2ccc(F)cc2)cc1
    0.3	-2.0	1.5	-6.1	0.7	-8.8	-1.1	-4.8
COc1ccc(-c2nn(-c3ccccc3C)cc2CNC(C)c2cn(C)nc2C)cc1F (centres undefined)
    0.5	2.1	1.9	-10.5	-0.8	10.2	4.6	0.6

Next section (4 carried over from the part before).
Values in the order: GRIN3A LBD mod	CXCR6 block	CCR6 antag	Gli-Sufu antag	MPTP inh	EBI2 antag	APOBEC3A inh	A3G deaminase
Cc1ccccc1-c1nc(CN2CCC(C(=O)N3CCN(c4ccccn4)CC3)CC2)c(C)o1
    -0.8	6.7	21.6	-2.2	1.0	6.4	-3.1	-4.4
COc1cc2c(c(OC)c1OC)-c1c(cc3c(c1OC)OCO3)C1OC2[C@@H](C)[C@H]1C (some centres undefined)
    -1.8	-1.8	8.2	18.1	-0.8	-12.7	4.4	-7.3
O=C(NCCN1CCOCC1)c1ccc(CSc2nc3ccncc3n2Cc2ccc(F)cc2)cc1
    0.3	-2.0	1.5	-6.1	0.7	-8.8	-1.1	-4.8
COc1ccc(-c2nn(-c3ccccc3C)cc2CNC(C)c2cn(C)nc2C)cc1F (centres undefined)
    0.5	2.1	1.9	-10.5	-0.8	10.2	4.6	0.6
CCCC(=O)Nc1nnc(-c2ccc(Cl)s2)o1
    -1.3	-5.2	0.8	-3.2	0.1	-5.5	-2.0	-7.4
COc1cc(NC(=O)Cc2cccs2)c(C(=O)O)cc1OC
    -1.4	-7.9	-22.6	0.1	1.0	-4.3	2.5	-4.3
CC(C)[C@H](NC(=O)c1cc2cc(Cl)ccc2n1C)C(=O)N1CCC(C(=O)O)CC1
    -1.0	-0.6	1.4	12.1	-0.4	-2.0	-0.6	-1.9
CCN1C(c2ccccc2)C(C)C(=O)C(C)C1c1ccccc1 (centres undefined)
    -0.9	-29.1	30.1	0.7	-3.0	16.7	-4.4	-6.3
O=C(N/N=C\c1cc2c(cc1Cl)OCO2)c1cccnc1
    -0.7	-6.5	-2.4	-14.6	-0.9	8.6	0.2	0.2
COc1cccc(CN(C)C(=O)c2ccccc2Sc2ccccc2C#N)c1OC
    0.3	-5.4	11.3	21.4	-0.6	5.8	-3.5	-3.3
CCOc1ccccc1Nc1nnc(SCC(=O)NC2CC2)s1
    0.3	-1.2	0.8	6.7	-3.0	6.4	-3.5	-8.2
Cc1cccc(N(CC(=O)NCc2ccc(F)cc2)C(=O)c2ccco2)c1
    -0.9	2.8	10.7	-15.4	-0.7	7.1	-2.5	-6.1
COc1ccc(NCC(=O)N/N=C(\C)c2cc3ccccc3o2)cc1
    -22.0	-12.7	-2.5	-13.7	0.4	3.8	-3.8	-9.6
C/C(=N\Nc1cc(N2CCCCC2)nc(C)n1)c1ccc(Br)cc1
    -6.2	2.5	-10.6	79.0*	4.4	22.0	-1.7	-10.7
CCn1nnnc1SCCSc1nnnn1CC
    -0.4	-6.5	0.6	0.7	0.7	1.4	-0.4	-1.0
COc1ccc(C(CNC(=O)c2ccc(C)o2)N2CCOCC2)cc1 (centres undefined)
    1.8	-6.8	10.2	-8.9	-1.5	-4.5	-5.4	-6.1
CC(C)Oc1ccc(C(=O)Nc2c3c(nn2-c2ccccc2)CS(=O)(=O)C3)cc1
    -2.2	4.1	11.0	-1.3	0.4	9.6	-3.0	-5.3
O=C(Nc1ccnn1C1CCN(C2CCCC2)CC1)c1ccccc1
    1.6	4.3	1.6	1.4	-0.2	-1.9	-1.1	-7.0
O=C(COc1ccccc1)Nc1ccc(S(=O)(=O)NCc2ccco2)cc1
    1.2	10.0	18.1	23.0	1.7	-5.7	16.3	4.7
O=C(CSc1nc2ccccc2c(=O)n1CCCN1CCOCC1)c1c[nH]c2ccccc12
    -5.3	2.5	4.7	13.6	3.4	9.5	3.5	-9.8
CC1CCCC(C)N1C(=O)CSc1nccc(=O)[nH]1 (centres undefined)
    0.2	-14.8	5.5	1.7	0.4	8.3	1.8	-6.5
CCS(=O)(=O)NCCc1csc(-c2cccnc2)n1
    -0.4	1.3	-0.5	7.8	-0.7	-9.0	-3.3	-1.5
N#CCc1ccccc1C(=O)OCC(=O)N(Cc1ccccc1)Cc1ccccc1
    -2.1	1.4	3.5	-2.6	0.6	-3.0	-4.7	-9.6
O=C(C1CCCO1)N1CCN(C(=S)Nc2ccc(F)c(Cl)c2)CC1 (centres undefined)
    1.3	-4.9	-1.0	3.5	-0.3	5.7	-5.8	-7.7
Nc1cccc(NC(=O)c2ccco2)c1
    -0.8	-11.1	4.1	-1.8	-1.2	4.2	1.7	-1.7
CCn1c(C(=O)N2CCc3ccccc3C2)cc2sccc21
    1.8	-5.0	1.3	-6.4	-0.6	6.7	-2.4	-7.1
CCOc1ccccc1Nc1nc(N2CCCC2)nc(N2CCOCC2)n1
    -0.8	4.0	15.2	8.3	0.5	14.5	-6.0	-9.0
CCC(=O)Nc1cc(-c2nn3c(C)nnc3s2)ccc1C
    0.5	11.2	18.9	-1.3	1.1	-5.9	-0.6	1.2
O=C(/C=C/c1cccnc1)c1ccc([N+](=O)[O-])cc1
    1.3	-15.9	-5.6	-22.2	2.5	-1.2	-2.7	-10.6
O=C(CNC(c1ccccc1)c1ccccc1)Nc1ccccc1Br
    8.4	5.7	10.1	-0.5	-1.8	9.9	-3.6	50.3*
COc1ccc(CNC(=O)CN2CCC(NC(=O)c3cccc(OC)c3)CC2)cc1
    1.4	7.4	8.4	-0.6	-0.8	6.0	.	.
CCOC(=O)c1sc(N2N=C(C)/C(=C\c3ccc(OCC(=O)OC)cc3)C2=O)nc1C
    -15.6	7.9	4.5	-7.7	-1.7	4.9	17.2	3.1
CC(C)(C)c1cnnn1-c1ccc(-c2csc(N)n2)cc1
    -2.5	-11.1	0.3	-1.6	0.5	6.6	-3.3	-4.1
CCOC(=O)C1C(=O)NC(c2ccccc2)=NC1c1ccc(OC)cc1 (centres undefined)
    -2.4	3.5	19.8	13.7	1.7	0.0	3.2	-1.5
CCN(C(=O)C(C)OC(=O)C1C(C(=O)OC)=C(C)NC(C)=C1C(=O)OC)c1ccccc1 (centres undefined)
    0.2	0.2	8.4	9.6	-0.2	11.9	1.5	7.1
COc1ccccc1CNC(=S)NC1CCCC1
    -1.2	4.9	-2.5	-3.4	-2.4	-17.2	-7.5	-6.0
CC(=O)c1ccc(NC(=O)C(Cc2ccccc2)NC(=O)c2ccco2)cc1 (centres undefined)
    -3.1	9.1	-8.4	1.1	-1.2	8.5	3.4	-6.4
CCOC(=O)C1CCN(c2ccccc2CN2CCN(c3ccccc3OCC)CC2)CC1
    1.2	0.6	17.6	14.6	1.4	-10.7	-3.4	-7.4
O=C(NCCc1ccccc1)c1ccc(Cl)c([N+](=O)[O-])c1
    1.4	1.4	-6.7	-34.4	1.0	11.3	-2.3	-7.4
Cc1ccccc1N1CCN(C2CCCN(C(=O)CCc3c(C)noc3C)C2)CC1 (centres undefined)
    1.9	4.1	12.9	22.2	1.8	-3.2	-5.2	-8.2
CN(C)c1ncnc2c1ncn2-c1ccccc1
    -1.0	-2.3	8.9	-38.5	0.2	2.7	.	.
O=S(=O)(NC1CC1)c1ccc(Cl)cc1F
    -0.2	-2.7	-2.0	11.2	-0.9	1.6	-4.3	-8.5
COc1ccc(Cc2nc(-c3ccc(Br)cc3)no2)cc1
    3.7	0.1	21.0	-15.5	1.4	0.9	-3.9	-9.4
CN(CC(=O)Nc1c(Cl)cccc1Cl)C(=O)c1cccn1C
    0.1	-0.2	4.1	-1.6	-0.3	-6.5	-1.9	0.5
COc1cccc(CNC(=O)c2cc(S(=O)(=O)N3CCCC3)cn2C)c1
    -6.1	12.2	6.1	.	6.9	2.9	1.0	-12.5
O=C(NCCC1=CCCCC1)c1c(O)nc2ccccn2c1=O
    -1.6	-7.4	0.5	-14.2	-0.8	2.7	-5.5	-3.3
